# High-throughput results deposited in PubChem by Southern Research Specialized Biocontainment Screening Center.
# PhoP GFP inhibition: PhoP regulon inhibitors, Salmonella typhi PhoP promoter GFP reporter, confirmatory (AID 1850). Salmonella Typhi PhoP-promoter GFP reporter, fluorescence, 4 h; higher % means a stronger effect. inhibition, % at 50 µM; hits with a dose series show IC50 in µM. actives 0.33% (n = 310,000); in the data active = a potency from the dose series; inconclusive = inhibition mostly from about 25% at the one dose, without a potency; inactive = the rest, 99 in 100 with inhibition below about 19%;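 note: 0% = induced wells with vehicle and 100% = uninduced wells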
# inhibitors of VEEV: inhibitors of VEEV TC-83 cytopathic effect, confirmation, Vero cells (AID 588727). Vero cells, VEEV TC-83 cytopathic effect inhibition; higher % means a stronger effect. actives 0.13% (n = 350,000). inhibition, % at 20 µM, or IC50 in µM where a hit was titrated; in the data active = a potency from the dose series; inconclusive = inhibition mostly from about 14% at the one dose, without a potency; inactive = the rest, 99 in 100 with inhibition below about 12%; note: strong numbers were not always called active
# M. tuberculosis HTS: M. tuberculosis growth inhibition, HTS (AID 449762) | M. tuberculosis H37Rv growth inhibition, 7H9 media; higher % means a stronger effect | inhibition, % at 25 µM, or IC50 in µM where a hit was titrated | actives 0.59% (n = 330,000); in the data active = a potency from the dose series; inconclusive = inhibition above about 70% without an active follow-up result;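 note: bacterial growth assessed after seven days of incubation; strong numbers were not always called active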
# influenza NS1A: H1N1 influenza NS1A inhibitors, functional cell based assay (AID 504329) | actives 0.3% (n = 340,000) | NS1A functional cell-based assay, percent inhibition; higher % means a stronger effect | inhibition, % at 12.5 µM; hits with a dose series show IC50 in µM; in the data active = a potency from the dose series; inconclusive = inhibition above about 27% without an active follow-up result; note: strong numbers were not always called active
# tuberculosis growth: growth inhibition of non-replicating M. tuberculosis (AID 488890); actives 0.39% (n = 320,000); Mycobacterium tuberculosis non-replicating, growth inhibition; higher % means a stronger effect; one-dose inhibition, % at 25 µM; IC50 in µM for titrated hits; in the data active = a potency from the dose series; inconclusive = inhibition mostly from about 82% at the one dose, without a potency; inactive = the rest, 99 in 100 with inhibition below about 76%;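 note: plate controls were DMSO cells for no effect and high antibiotic wells for full effect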
# inhibitors of VEEV 10K pilot screen: also measured in inhibitors of VEEV; calls as there; inhibition, %; measured here: 10K pilot screen inhibition
# * hit, by the source's call; i = inactive; ? = inconclusive; · = no result given.
SMILES,PhoP GFP inhibition,inhibitors of VEEV,M. tuberculosis HTS,influenza NS1A,tuberculosis growth,others
CC(NC(=O)c1ccccc1F)c1nnc(SCC(=O)NC2CCCC2)n1C (stereo unspecified),-14%,1.9%,-5%,-14%,-5%,
FC(F)(F)c1ccccc1-n1c(-c2ccco2)n[nH]c1=S,4%,0.6%,3%,-22%,9%,
COc1ccc(/C=C2\SC(=S)N(CC(=O)NC3C=CS(=O)(=O)C3)C2=O)cc1 (stereo unspecified),-11%,i,-6%,6%,-6%,
O=c1[nH]c2ccccc2n2c(C(F)(F)F)nnc12,-5%,i,8%,-6%,-16%,
COc1cccc(OCCc2c(C)n[nH]c2C)c1,-6%,3.5%,-3%,3%,30%,
Cc1cc(C)c(-c2c(O)c3ccccc3n(C)c2=O)c(C)c1,0%,0.3%,-2%,·,-1%,
CC(=O)N1CCN(c2ccc(NC(=O)c3ccc([N+](=O)[O-])cc3Cl)cc2)CC1,-1%,0.4%,0%,-17%,-27%,
COc1ccc(-c2ccc(CCC(=O)O)n2CC(C)C)cc1,-7%,2.4%,-1%,2%,26%,
Cc1ccc(Nc2oc(C)nc2C#N)cc1,2%,0.8%,-2%,-7%,8%,
CN(c1ccccc1)c1cc(=O)[nH]c(=O)[nH]1,-6%,0.4%,-10%,12%,-1%,
Cc1ccc(NC(=O)CSc2nncn2-c2ccccn2)cc1Cl,-14%,1.2%,8%,7%,0%,
CCOC(=O)c1cc(CN2CCOCC2)oc1-c1ccccc1,-9%,2.7%,-2%,2%,1%,inhibitors of VEEV 10K pilot screen=1.1
O=C(O)c1ccc(N/N=C/C(Br)=C/c2ccccc2)cc1,4%,i,5%,4%,?,
CN(C)c1nc(N)ncc1-c1ccc(Oc2ccccc2)cc1,3%,0.8%,7%,-13%,14%,
C=CCN(CC(=O)NCc1ccc(F)cc1)C(=O)c1csnn1,3%,0.6%,-1%,-2%,24%,
Cn1cnc(C(=O)N2CCN(c3ccccc3)CC2)c1C(=O)N1CCN(c2ccccc2)CC1,·,0.5%,-5%,4%,-1%,
O=C1CCC(=O)N1c1ccc(NCc2ccccc2Cl)c([N+](=O)[O-])c1,-2%,1.0%,13%,-15%,-9%,
O=C(c1ccco1)N1CCN(C2CCCC2)CC1,-10%,0.1%,-4%,0%,-4%,
O=C(C=Cc1ccccc1)c1cc(Br)ccc1O,·,1.6%,·,-17%,·,
CC1CCCCN1C(=O)CSc1nnc(-c2ccc(Cl)s2)o1 (stereo unspecified),0%,2.7%,10%,-2%,70%,
O=C(COc1ccc(Cl)cc1)Nc1ccc2c(c1)CCC2,6%,0.9%,?,2%,46%,
O=C(CN1C(=O)c2ccc([N+](=O)[O-])cc2C1=O)NC1CCCCCC1,-3%,1.9%,-3%,-7%,-8%,
Cc1ccc(NC(=O)CSCC(N)=O)cc1C,-1%,0.5%,-9%,-5%,-18%,
CCc1cc2c(cc3c(=O)n(CC(=O)N4CCN(C)CC4)ncn32)s1,3%,0.6%,6%,3%,-2%,
N#Cc1ccc(Oc2ccc(C#N)c(C#N)c2)cc1C#N,·,0.8%,·,-4%,·,
CN(CCO)c1cc(N2CCCCC2)c2nonc2c1[N+](=O)[O-],-4%,0.5%,-7%,4%,44%,
Cc1cc(/C=N/NC(=O)Cn2c3ccccc3c(=O)c3ccccc32)c(C)n1-c1ccc(Cl)cc1,·,2.2%,·,0%,·,
O=[N+]([O-])c1cc([N+](=O)[O-])c2cccnc2c1Oc1ccccc1O,81µM*,2.9%,2%,-8%,?,
Cc1cc(C)n(CC(O)COc2ccccc2)n1 (stereo unspecified),-1%,3.0%,-3%,12%,20%,
CSc1sccc1/C=C(/C#N)C(=O)c1ccco1,-5%,0.6%,-3%,8%,13%,
COc1cccc2cc(CC(=O)c3cc(C)ccc3C)c(=O)oc12,-2%,8.7%,36%,-7%,2%,
CC(=O)NC1(C(F)(F)F)NC(=O)N(C2CCCCC2)C1=O (stereo unspecified),8%,1.7%,-18%,2%,-9%,
Cc1ccc(S(=O)(=O)N(C)C)cc1NC(=O)C(C)OC(=O)C1CCCCC1 (stereo unspecified),·,4.1%,-2%,-20%,-4%,
CC(NC(=O)CN1C(=O)c2ccccc2C1=O)c1ccccc1 (stereo unspecified),-7%,0.1%,0%,1%,-14%,
CC(=O)Nc1ccc(C(=O)CN2CCN(c3ccccc3)CC2)cc1,6%,1.9%,2%,-1%,5%,
Cc1ccccc1C1=NCC(=S)Nc2ccc(Cl)cc21,9%,i,-8%,10%,?,

# Seven consecutive records out of the list so far:
SMILES,PhoP GFP inhibition,inhibitors of VEEV,M. tuberculosis HTS,influenza NS1A,tuberculosis growth,others
CSc1sccc1/C=C(/C#N)C(=O)c1ccco1,-5%,0.6%,-3%,8%,13%,
COc1cccc2cc(CC(=O)c3cc(C)ccc3C)c(=O)oc12,-2%,8.7%,36%,-7%,2%,
CC(=O)NC1(C(F)(F)F)NC(=O)N(C2CCCCC2)C1=O (stereo unspecified),8%,1.7%,-18%,2%,-9%,
Cc1ccc(S(=O)(=O)N(C)C)cc1NC(=O)C(C)OC(=O)C1CCCCC1 (stereo unspecified),·,4.1%,-2%,-20%,-4%,
CC(NC(=O)CN1C(=O)c2ccccc2C1=O)c1ccccc1 (stereo unspecified),-7%,0.1%,0%,1%,-14%,
CC(=O)Nc1ccc(C(=O)CN2CCN(c3ccccc3)CC2)cc1,6%,1.9%,2%,-1%,5%,
Cc1ccccc1C1=NCC(=S)Nc2ccc(Cl)cc21,9%,i,-8%,10%,?,

# Additional entries:
SMILES,PhoP GFP inhibition,inhibitors of VEEV,M. tuberculosis HTS,influenza NS1A,tuberculosis growth,others
Cc1cc2nc(CCN(C(=S)NCC(C)C)C3CCCC3)[nH]c2cc1C,-18%,i,43%,-14%,?,
O=C(COC(=O)/C=C/c1cccc(Cl)c1)Nc1cccc(S(=O)(=O)NC2=NCCC2)c1,·,0.4%,1%,1%,5%,
CCCn1c(=S)[nH]c2cc(C(=O)N3CCN(C(=O)OCC)CC3)ccc2c1=O,-14%,i,-2%,6%,11%,
CCC1CCCCN1C(=O)c1ccc(OC)c(OC2CCN(C(C)=O)CC2)c1 (stereo unspecified),·,2.3%,·,-2%,·,
Cn1c(/C(C#N)=C/c2ccc(-c3ccc(S(N)(=O)=O)cc3)o2)nc2ccccc21,-229%,?,-2%,-7%,33%,
O=c1c(Cl)c(NCc2ccco2)cnn1C12CC3CC(CC(C3)C1)C2,-3%,3.3%,2%,9%,13%,
CCn1cc(C(=O)O)c(=O)c2cc(F)c(N3CCN(S(=O)(=O)c4ccc(NC(=O)OC)cc4)CC3)cc21,3%,1.0%,12%,8%,28%,
Cc1cccnc1NC(=O)Cn1c(=O)oc2ccccc21,-3%,i,-3%,-11%,-6%,
O=C(NN(C(=O)c1ccccc1)c1ccccc1)c1ccccc1,11%,0.4%,-9%,2%,1%,
CC(=O)Nc1ccc(-c2ccc3nnc(C)n3n2)cc1,-6%,1.2%,-6%,-5%,-3%,
O=C(CSc1nccn1Cc1ccco1)Nc1ccccc1F,0%,1.3%,-3%,-3%,19%,
Cc1cc(N/N=C/c2ccncc2)nc2ccccc12,·,11%,·,6%,·,
C=CCn1c(C)cc(C(=O)COc2ccc(C)nc2[N+](=O)[O-])c1C,-6%,0.6%,-2%,-2%,17%,
Cc1ccc(Cn2c(N3CCNCC3)nc3c2c(=O)[nH]c(=O)n3C)cc1,6%,i,-3%,5%,-23%,
Cc1ccc(S(=O)(=O)/N=C2/NC(=O)/C(=C/c3ccc(Br)o3)S2)cc1,-7%,1.5%,-3%,22%,25%,
Cc1ccc(C(=O)Nc2c(C#N)c(C)c(C)n2Cc2ccccc2)cc1,-9%,0.1%,1%,-5%,-4%,
CCOC(=O)c1c(NC(=S)Nc2ccc(OCC)cc2)sc2c1CCN(C)C2,1%,i,?,-3%,33%,
Cc1cccc(C)c1NC(=O)CN1C(=O)C2CC=CCC2C1=O (stereo unspecified),·,2.0%,-7%,-3%,-10%,
CC1(C)Cc2c(sc3ncnc(NNC(=S)NCc4ccccc4)c23)CO1,-9%,0.8%,13%,-6%,-17%,
O=C(NC1CCCCC1)N1CCC(c2nc3ccccc3[nH]2)CC1,-3%,0.2%,-15%,-3%,3%,
CC1CCCC(CC(=O)O)(CC(=O)O)C1 (stereo unspecified),6%,i,-4%,4%,-19%,
COc1ccc(-n2ccc3ccccc32)cc1,10%,0.5%,-3%,-1%,5%,
O=C(c1ccccc1)c1ccc(O)c(O)c1O,·,0.1%,·,-1%,·,
Nc1nc(NCc2ccco2)nc(N2CCN(Cc3ccccc3)CC2)c1[N+](=O)[O-],2%,9.6%,5%,8%,2%,
CCOC(=O)c1sc(N2C(=O)C(O)=C(C(=O)c3ccco3)C2c2ccc(C)o2)nc1C (stereo unspecified),2%,1.2%,5%,11%,27%,
CCCCNC(=O)c1c[nH]c2ccc(S(=O)(=O)N3CCOCC3)cc2c1=O,-4%,1.7%,-2%,-4%,5%,
CC(=O)c1ccc(NC(=O)CN(c2c(C)cccc2C)S(C)(=O)=O)cc1,0%,1.0%,-1%,-5%,-6%,
CC1CCN(C2=NC(=O)/C(=C/c3cn[nH]c3-c3ccccc3)S2)CC1,-1%,9.2%,13%,-2%,-14%,
CCOCCOc1cccc(C(=O)NC(c2ccccc2)C(C)C)c1 (stereo unspecified),18%,0.9%,-2%,2%,-3%,
CCN(C(=O)Cn1c([N+](=O)[O-])cnc1C)c1ccccc1,0%,0.1%,7%,-7%,4%,
COc1ccccc1CC(=O)Nc1cc(OC)c(NC(=O)c2ccccc2)cc1OC,0%,8.9%,-2%,5%,22%,
CC1(OC(=O)C2CCCC2)C(=O)C=C2C=C3CCCN3C=C2C1=O (stereo unspecified),-8%,·,6%,·,-4%,
CC(=O)Nc1cccc(OCc2c(F)cccc2Cl)c1,5%,3.4%,3%,0%,-7%,
COC(=O)[C@]1(Cc2ccccc2)N[C@H](c2ccc(-c3ccccc3)cc2)[C@@H]2C(=O)N(C)C(=O)[C@@H]21,-28%,0.1%,3%,8%,19%,
CSCCOC(=O)C1=C(C)NC(=O)NC1c1ccc2c(c1)OCO2 (stereo unspecified),0%,1.2%,-4%,-15%,-7%,
COc1ccc(S(=O)(=O)N2CCCCC2)cc1NC(=O)CNc1ccccc1C(C)=O,·,4.0%,-1%,-4%,40%,
CN(C)c1ccc(/C=N/NC(=O)C2CC2c2ccccc2)cc1 (stereo unspecified),-13%,5.0%,1%,-2%,20%,
CC(C)c1c(C#N)c(N)nc(SCC(=O)c2cc3ccccc3oc2=O)c1C#N,9%,i,70%,3%,13%,inhibitors of VEEV 10K pilot screen=9.7
COCCn1c(C)cc(C(=O)CSc2cc(C)c3ccccc3n2)c1C,-1%,1.0%,12%,2%,20%,
C=CCn1c(Br)nc2c1c(=O)n(C)c(=O)n2C,-14%,i,5%,-2%,0%,
O=C1c2cccc3c(N4CCCCC4)ccc(c23)C(=O)N1c1cccc(O)c1,-190%,5.4%,2%,-19%,6%,
CCOc1ccc(NC(=O)Cc2c(O)c3ccccc3[nH]c2=O)cc1,7%,3.4%,?,5%,-5%,
Cc1ccc(S(=O)(=O)Nc2ccc(-c3ccc4nncn4n3)cc2)cc1,4%,7.9%,21%,9%,15%,
CN1CCN(NC(=O)NC2CCCCC2)CC1,-5%,0.4%,-3%,-8%,-18%,
CCOC(=O)N1CCN(S(=O)(=O)c2ccc(C(=O)Nc3ccc4c(c3)C(=O)NC4=O)cc2)CC1,1%,0.3%,6%,-5%,-12%,
O=C1CC(N2CCN(C/C=C/c3ccccc3)CC2)C(=O)N1Cc1ccc(N2CCCC2=O)cc1 (stereo unspecified),22%,1.2%,3%,-4%,5%,
COc1ccc(CCNC(=O)C2CC(=O)N(c3ccccc3)C2)cc1OC (stereo unspecified),-6%,8.0%,-2%,-7%,-7%,
Cc1ccc(NC(=O)Cn2c(=S)[nH]c3ccccc32)cc1,-3%,3.6%,2%,-9%,-10%,
c1ccc(CCc2ccccn2)cc1,·,0.3%,·,-3%,·,
Cc1snc(SCC(=O)N/N=C(\N)COc2ccc(F)cc2)c1C#N,-14%,i,-12%,-8%,-20%,
Cc1c(CCO)c(=O)oc2n[nH]c(-c3ccccc3)c12,0%,4.8%,-7%,-5%,-11%,
Cn1ncc(Oc2ccc([N+](=O)[O-])cc2)c(Cl)c1=O,-7%,2.1%,2%,·,-19%,
COc1cccc(-c2ccc3ncnc(NCc4ccc5c(c4)OCO5)c3c2)c1,·,0.7%,30%,3%,39%,
Cn1c(=O)c2sccc2n2c(CCCC(=O)NC3CCN(Cc4ccccc4)CC3)nnc12,-4%,0.7%,2%,6%,6%,
